From PubChem BioAssay
Platelet DG rel: modulates dense granule release in human platelets. human platelet-rich plasma, SFLLRN dense granule ATP release, luminescence. inhibition, %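 (compounds screened at 7.5 µM in platelet-rich plasma)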. 300,000 compounds, 0.22% hits. AID 1663;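 active = mean replicate score, as percent of positive control, at or above 50; inconclusive = mean below 50 but at least one replicate at or above 50; inactive = mean and every replicate below 50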
HSF1 inhib: HSF1 inhibition; NIH3T3-HGL HSE-luciferase, MG132-induced, luminescence 8 h; active compounds read low; AID 2098; activity change, negative = inhibition, % at 7.5 µM (by protocol); 300,000 compounds, 0.77% hits;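 active = more than half of replicate wells show activity change below -50%, luminescence cut by over half; inconclusive = some wells, but at most half, below -50%; inactive = no replicate well below -50%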;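 note: luciferase reports HSF-1 transcriptional activity via heat shock element; 0% = median of DMSO wells and -100% = zero luminescence signal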
aSyn UTR inh: 5' untranslated region of α-synuclein, MLPCN primary screen; alpha-synuclein 5'UTR reporter, inhibitor activity; inhibition, % (tested at 7.5 µM); 300,000 compounds, 0.82% hits; AID 1813; in the data active = inhibition above about 60%; inconclusive = no clear call, values can overlap the other calls;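 note: H4 neuroglioblastoma cells stably carrying SNCA 5'UTR luciferase fusion; 0% = DMSO wells and 100% = positive control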
HSF-1 act: increases HSF-1 driven luciferase reporter signal; NIH3T3-HGL HSF-1 luciferase reporter, MG132, 8 h; 100% = twice DMSO control signal; activation, % at 9 µM; 300,000 compounds, 1.7% hits; AID 504408;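 active = mean replicate activation of at least 50% with a set share of replicates each reaching 50%; inconclusive = only one of those two conditions met; inactive = mean below 50% and too few replicates reaching it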;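 note: 0% = median of the neutral control wells and 100% = twice that signal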
IEC-6 tox: kills IEC-6 intestinal cells in KLF5 counter-screen | IEC-6 cytotoxicity, luminescence viability | inhibition, % at 5 µM | 290,000 compounds, 0.78% hits | AID 1825; in the data active = inhibition above about 22%;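 note: 0% = plate median of test compound wells and 100% = cytotoxic reference compound wells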
GSK3A inh: inhibitors of human GSK-3 alpha kinase; AID 2650; P49840; ADP-Glo luminescence, 60 min; inhibition, % at 10 µM; 320,000 compounds, 0.1% hits;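 in the data active = inhibition above about 50%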;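 note: GST-tagged GSK-3 alpha with peptide substrate and 25 µM ATP; 0% = DMSO neutral wells and 100% = GW8510 positive control wells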
Target sequence (P49840 whole entry, looked up): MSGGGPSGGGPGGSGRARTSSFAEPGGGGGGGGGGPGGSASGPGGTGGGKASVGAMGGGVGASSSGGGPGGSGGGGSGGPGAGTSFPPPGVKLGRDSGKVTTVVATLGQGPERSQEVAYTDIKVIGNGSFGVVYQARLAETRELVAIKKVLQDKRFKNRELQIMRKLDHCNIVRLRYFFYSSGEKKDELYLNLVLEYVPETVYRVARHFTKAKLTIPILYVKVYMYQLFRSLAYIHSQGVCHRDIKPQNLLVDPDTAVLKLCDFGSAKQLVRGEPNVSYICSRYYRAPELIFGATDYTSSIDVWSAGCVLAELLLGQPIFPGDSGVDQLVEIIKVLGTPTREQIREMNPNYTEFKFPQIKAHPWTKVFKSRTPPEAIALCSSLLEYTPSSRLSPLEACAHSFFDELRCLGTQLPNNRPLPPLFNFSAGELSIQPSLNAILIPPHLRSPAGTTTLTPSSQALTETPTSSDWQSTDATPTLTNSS
HSP90 inh: blocks HSP90-mediated luciferase refolding in reticulocyte lysate | 290,000 compounds, 0.91% hits | inhibition, % at 5.6 µM | Rabbit reticulocyte lysate, luciferase refolding luminescence, 3 h | AID 1789;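 active = inhibition above the screen-wide mean plus 3 SD, computed separately per campaign, cut at about 16% in these data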;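 note: 0% = DMSO wells and 100% = 60 µM geldanamycin wells; inhibitors lower the luminescence because luciferase stays unfolded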
DYRK1A inh: blocks rat Dyrk1A kinase activity; 310,000 compounds, 0.43% hits; Q63470; ADP-Glo luminescence, NFATc1 peptide; AID 504441; inhibition, % at 12.5 µM; in the data active = inhibition above about 50%;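 note: plate controls were vehicle with enzyme for no effect and no enzyme for full effect; many of its hits are not listed in these tables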
KLF5 inh: inhibitors of KLF5 expression. AID 1700. inhibition, % at 5 µM. 290,000 compounds, 0.23% hits. DLD-1 KLF5 promoter-luciferase reporter, luminescence;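 active = inhibition above a per-plate limit of that plate's mean compound inhibition plus 3 SD, cut at about 60% in these data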;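 note: 0% = DMSO wells and 100% = LY294002 at 200 µM; higher means less KLF5 promoter-driven luciferase light; inactives centre near -14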
GSK3beta inhib: human GSK3beta kinase inhibition | P49841 | 300,000 compounds, 0.038% hits | activity score (negative = inhibition), % at 10 µM | GST-GSK3beta kinase, ADP-Glo luminescence, 60 min; active compounds read low;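 active = more than half of replicate wells score below -50%, meaning over 50% inhibition versus plate controls; inconclusive = some replicates but at most half score below -50%; inactive = no replicate scores below -50%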;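 note: 0% = median DMSO wells and -100% = median GW8510 positive control wells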
Target sequence (P49841 whole entry, looked up): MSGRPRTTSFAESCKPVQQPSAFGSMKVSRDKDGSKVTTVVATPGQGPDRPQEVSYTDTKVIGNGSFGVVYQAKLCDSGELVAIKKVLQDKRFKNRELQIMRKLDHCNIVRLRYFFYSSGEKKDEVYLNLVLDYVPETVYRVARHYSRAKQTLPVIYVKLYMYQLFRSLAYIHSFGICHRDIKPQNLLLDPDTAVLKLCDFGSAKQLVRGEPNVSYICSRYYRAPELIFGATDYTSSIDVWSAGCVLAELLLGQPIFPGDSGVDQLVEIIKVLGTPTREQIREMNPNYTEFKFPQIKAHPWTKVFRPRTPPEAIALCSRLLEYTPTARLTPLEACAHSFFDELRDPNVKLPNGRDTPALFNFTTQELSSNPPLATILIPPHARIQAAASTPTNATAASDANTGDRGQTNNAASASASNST
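Test system: GST-tagged human GSK3beta kinase, cell-free; evaluation: activity score scaled between in-plate DMSO and GW8510 controls; measured by: ADP-Glo luminescence; incubation: 60 min reaction, RT; benchmarks: DMSO and 20 µM GW8510; reagent: peptide substrate plus 25 µM ATP (final); medium: Tris/MgCl2 kinase buffer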
An asterisk follows results filed as active; ? = inconclusive; · = no result given. This is a subset; the hit share may differ from the screen's.

item	compound	Platelet DG rel	HSF1 inhib	aSyn UTR inh	HSF-1 act	IEC-6 tox	GSK3A inh	HSP90 inh	DYRK1A inh	KLF5 inh	GSK3beta inhib
1	O=C(CCc1ccccn1)N1CCCC(Nc2cccc(F)c2)C1 (centres undefined)	-8	4	10	12	-1	8	-1	·	-10	0
2	Cc1c(C(=O)N2CCN(c3ccccc3F)CC2)sc2ncn(CC(=O)N3CCOCC3)c(=O)c12	11	1	-2	1	4	-2	-1	-6	13	-1
3	CS(=O)(=O)N1CCc2cc(C(=O)Nc3ccc(O)cc3)ccc21	8	8	-12	18	0	-2	-6	-3	-25	-3
4	Cc1ccc2nc(C)c3c(c2c1)COC3	-7	-4	12	-6	8	3	-1	7	-9	-5
5	CC(C)c1ccccc1OS(N)(=O)=O	-6	0	-8	0	8	4	-2	-4	-7	5
6	CC(c1nnc(SCC(=O)Nc2cccnc2Cl)n1Cc1ccccc1)N(C)C (centres undefined)	0	4	-12	-1	2	·	-3	-2	-11	0
7	Cc1cc(C(=O)N/N=C/C=C/c2ccc(Br)cc2)n[nH]1	-1	0	9	-5	1	0	3	-2	-13	1
8	O=C(COc1ccccc1)Nc1ccc2[nH]c(=O)[nH]c2c1	4	2	0	13	-2	4	0	2	1	-6
9	N#C/C(=C\c1ccc(-c2ccc(C(=O)O)cc2)o1)C(=O)NCC1CCCO1 (centres undefined)	?	-18	-31	-33	5	1	-4	28	-13	22
10	O=C(O)c1ccc(N2C(=O)CC(SC(=NCc3ccc4c(c3)OCO4)Nc3ccccc3)C2=O)cc1 (centres undefined)	-3	-3	-4	-3	4	-4	1	-6	1	2
11	COCCn1c(SCc2cc(=O)n3ccsc3n2)nnc1-c1ccncc1	-8	-11	11	-7	-3	-3	-1	4	-11	-5
12	CC(C)(C)N(Cc1ccccc1)C(=O)CN1C(=O)c2ccccc2C1=O	-7	0	-97	11	1	1	2	5	-101	3
13	COC(=O)C(NC(C)=O)(Nc1cc(C)ccn1)C(F)(F)F (centres undefined)	1	3	17	1	2	-13	1	·	-23	-1
14	O=C(CSc1nnnn1C1CCCC1)NCc1ccccc1	8	-3	4	-13	0	-1	-4	1	-19	-2
15	COc1ccc(Nc2nc(N)nc(CN3CCC(C)CC3)n2)cc1	-1	-8	-30	-28	-8	2	-6	-1	4	-2
16	CCOC(=O)CCC(NC(=O)CCCC(=O)NC(CCC(=O)OCC)C(=O)OCC)C(=O)OCC (centres undefined)	2	-1	-5	4	-2	0	0	-3	3	-5
17	Cn1c(S(=O)(=O)O)nc2ccccc21	3	-6	15	-1	3	0	1	-6	10	-1
18	O=C(O)CCCCCNC(=O)c1ccncc1	-14	2	20	10	-3	-3	4	-5	-17	1
19	COc1ccc(NC(=O)Cn2c(=O)n(-c3ccc(OC)cc3OC)c(=O)c3c(C)c(C)sc32)cc1	-13	-5	36	18	7	-1	5	5	10	31
20	CCCC(=O)Nc1nnc(-c2ccc3c(c2)OCCO3)o1	0	6	-56	-4	1	-1	3	10	-49	1
21	Cc1ccc(C(=O)NCCn2ccc3ccccc32)cc1[N+](=O)[O-]	-4	-14	-34	-3	-3	0	0	1	-5	5
22	Cc1ccccc1-n1c(SCC(=O)N(C)C2CCS(=O)(=O)C2)nnc1-c1ccncc1 (centres undefined)	4	-7	-2	-7	2	1	0	6	-34	2
23	O=C(Cc1ccc([N+](=O)[O-])cc1)c1c(O)cc(O)cc1O	2	5	-10	26	0	7	-2	-2	-18	12
24	Cc1cc(NCCCn2ccnc2)n2nc(-c3ccc(Cl)cc3)cc2n1	0	8	-40	12	6	·	3	0	-2	3
25	CCOc1ccccc1NC(=O)CSc1nnc(-c2ccco2)o1	2	-6	6	-5	0	-2	-3	6	-8	-1

Following part
item	compound	Platelet DG rel	HSF1 inhib	aSyn UTR inh	HSF-1 act	IEC-6 tox	GSK3A inh	HSP90 inh	DYRK1A inh	KLF5 inh	GSK3beta inhib
26	O=c1[nH]c(C2CCCCC2)nc2ccccc12	29	-4	30	1	-3	2	-5	17	-11	1
27	CC(C)(C)NC(=O)/C(=C/c1ccccc1F)NC(=O)c1ccc([N+](=O)[O-])cc1	5	-2	7	20	-7	0	1	0	-29	0
28	CC(=O)/C=C(\C)N=Nc1c(O)[nH]c2ccccc12	-1	20	-14	6	5	-1	2	28	-8	-1
29	CCOC(=O)N1CCN(C2=C(NS(=O)(=O)c3ccc(NC(C)=O)cc3)C(=O)c3ccccc3C2=O)CC1	5	0	5	-2	-2	0	4	1	6	0
30	COc1ccccc1CN1CN(S(=O)(=O)c2ccccc2)c2nc3ccccc3nc21	5	18	-15	26	5	0	1	1	-17	2
31	COc1ccc(/C=N/NC(=O)c2cc(Br)ccc2O)cc1Cn1cc(Cl)cn1	-1	-7	24	-7	-1	0	0	0	15	3
32	O=c1c2ccccc2nc2n1C(CBr)CS2 (centres undefined)	-4	4	6	-12	-5	3	1	5	-24	-1
33	CNC(=S)N(Cc1cccs1)Cc1cc2ccc(OC)cc2[nH]c1=O	10	-4	9	21	-2	1	3	0	-18	-1
34	CC1CN(c2nc3ccccc3nc2C(C#N)C(=O)OC2CCCCC2)CC(C)O1 (centres undefined)	-1	-1	13	-3	-2	-1	-2	1	-26	1
35	CCOC(=O)C1(Cc2cccc(OC)c2)CCN(Cc2cc(OC)ccc2OC)CC1	1	3	1	-1	2	1	3	5	-6	0
36	NCCCCCc1nnc(SC/C=C/c2ccccc2)o1	1	57	28	97*	-2	·	-1	-1	-8	-2
37	Cc1nn(C)c(C)c1NC(=O)CCCSc1nc(-c2ccco2)cc(C(F)(F)F)n1	31	-4	16	-11	-2	-2	-1	9	-26	-13
38	Cc1ccccc1C(=O)Nc1ccc(N2CCCCCC2)cc1	-3	4	-160	15	2	0	5	7	-97	-1
39	Cc1cc(C)nc(N2CCCC(C(=O)NCc3ccccc3)C2)n1 (centres undefined)	4	8	1	-2	-1	0	0	-5	-13	0
40	CC(CCn1cccn1)NC(=O)c1cc(COc2ccc(F)cc2Cl)on1 (centres undefined)	7	-4	31	-6	-2	-3	-2	·	-21	1
41	C=CCc1cc(Cl)ccc1OCCOCCNCCOC	20	6	20	8	1	0	-1	-3	-20	-1
42	COc1cccc(CC(=O)Nc2nc3c(s2)C(=O)CC(C)(C)C3)c1	?	3	-20	0	-4	-1	-2	1	21	2
43	CCN1C(=O)CSc2ccc(C(=O)NCc3ccccc3OC)cc21	5	-10	13	13	-3	-3	-1	2	-1	-1
44	N#C/C(=C\c1ccc(Sc2ccc(Cl)cc2)o1)c1nc2ccccc2[nH]1	·	·	·	·	5	-3	2	-6	3	·
45	CCOc1ccc(C(=O)Nc2nnc(S(=O)(=O)N(C)Cc3ccco3)s2)cc1	-18	9	-139	34	-8	5	-4	-2	-56	-1
46	Cc1cccc(N2CCN(C(=O)COc3ccc4ccc(=O)oc4c3)CC2)c1C	3	11	-8	38	9	-1	4	·	-15	-1
47	O=[N+]([O-])c1ccc(N2CCN(S(=O)(=O)c3ccccc3[N+](=O)[O-])CC2)cc1N1CCc2ccccc2C1	-1	4	8	8	4	-2	2	2	6	-1
48	CC(C)(C)C(=O)Nc1ccc(C(=O)N/N=C/c2ccccc2OC(=O)c2ccc(Cl)cc2Cl)cc1	-2	1	65*	6	9	-8	-1	4	-20	-1
49	CN(CCc1ccccn1)C(=O)CCC1CCCN(Cc2ccccc2OC(F)F)C1 (centres undefined)	-16	-4	-4	-6	-2	-7	-5	0	-23	2
50	O=C(Nc1ccccc1C(=O)O)c1cccc(C(=O)Nc2ccccc2C(=O)O)c1	-6	-14	-2	-19	-3	-5	1	6	-14	5

Further structures:
item	compound	Platelet DG rel	HSF1 inhib	aSyn UTR inh	HSF-1 act	IEC-6 tox	GSK3A inh	HSP90 inh	DYRK1A inh	KLF5 inh	GSK3beta inhib
51	O=C(COC(=O)CCC(=O)c1cccs1)NCc1ccco1	·	·	·	·	-5	·	1	9	15	·
52	O=C(O)c1c2c(nc3ccccc13)-c1ccccc1CC2	9	0	-33	23	3	-2	1	2	16	1
53	CN(C1CCS(=O)(=O)C1)S(=O)(=O)c1ccccc1[N+](=O)[O-] (centres undefined)	0	0	-17	5	1	-2	-2	-1	2	2
54	CCC(C)(C)n1nnnc1CN1CCC(NC(=O)c2ccc(Br)cc2)CC1	2	-7	28	-5	-3	-2	-1	-5	-34	0
55	CCOC(=O)C1CCCN(C2=NC(=O)/C(=C/c3ccc(O)c(OCC)c3)S2)C1 (centres undefined)	6	15	24	17	-1	19	-1	0	-19	-10
56	COc1ccc([N+](=O)[O-])cc1NC(=S)Nc1ccccc1	4	-5	7	-8	-4	0	0	10	-15	2
57	O=C(Nc1ccc([N+](=O)[O-])cc1)OCCc1ccccn1	-10	-9	-144	32	0	0	0	4	-149	3
58	S=c1[nH]c2ccc3ccccc3c2[nH]1	-3	4	-55	4	3	·	2	-21	-48	1
59	COc1ccc2c(c1)N(C)/C(=C1/SC(=S)N(NC(C)=O)C1=O)S2	4	-2	-16	-14	4	2	3	·	-14	-3
60	O=C1OCC(CO)(CO)N=C1NNc1ccccc1Cl	8	-4	-19	12	-1	-2	0	7	-36	-1
61	Clc1ccc(OCCOCCNCc2ccccc2)cc1Cl	6	-8	13	-21	0	-3	-4	·	-22	-3
62	CC(=O)c1sc(N2CCOCC2)nc1-c1ccccc1	-4	18	-2	39	4	0	3	·	-9	4
63	CCOC(=O)C1CCN(C(=O)c2ccc3c(c2)C(=O)N(c2ccccc2C)C3=O)CC1	0	4	2	0	·	0	·	-4	·	-1
64	CCn1cc(C(=O)NCCO)c(=O)c2cc(F)c(N3CCN(C)CC3)cc21	2	-4	-1	-2	-4	-1	0	3	-46	0
65	Cc1cc2c(cc1C)NC1(C(=O)Nc3ccccc31)C1=C(CC(C)(C)CC1=O)N2 (centres undefined)	7	18	24	32	9	0	2	2	-7	-3
66	Cc1n[nH]c(=O)c2c(NC(=O)COC(=O)c3ncc(Cl)c(Cl)c3Cl)oc(C)c12	2	-1	-13	-2	·	1	·	·	·	·
67	COc1ccc(NC(=O)CCn2cccc2)cc1	19	-6	-22	-18	8	5	5	8	-36	-1
68	CC(C)(C)C(=O)/C=c1\[nH]c(=O)/c(=C\c2ccc(F)cc2)s1	6	3	-37	1	2	15	0	48	-28	-4
69	Cc1nc(SCC(=O)O)c(C#N)c(C)c1CC(=O)c1ccccc1	-1	0	-17	-1	4	-2	3	-1	-22	2
70	CSc1nnc(-c2sc3cc(Cl)ccc3c2Cl)n1C	1	6	-23	-3	3	0	2	-10	0	0
71	CCOc1ccc(NC(=S)Nc2cc(OC)c(Cl)cc2OC)cc1	7	-28	-90	-29	5	-2	4	6	-9	3
